# Source: PubChem BioAssay (Broad Institute)
# GSIS activator – GLuc luminescence reporter in INS-1E cells, primary screen for activators of glucose-dependent secretion of insulin; INS-1E GLuc reporter insulin secretion, 2-3 h; activation, % at 16.6 µM; 0.61% of 370,000 active;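 active = lowest replicate activation of at least 40%, so every replicate reaches that level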;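 also: 0% = median of neutral control wells and 100% = median of IBMX positive control wells; some compounds called inactive have numbers as strong as hits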
# CFTR F508del cor – F508del CFTR correction, initial screen, CFBE line, single point; CFBE cells, YFP halide quenching; stimulated with forskolin plus potentiator P3; % fluorescence drop versus neutral controls; activity (quench increase), % at 7.58 µM; 0.36% of 350,000 active; AID 720511, 2013;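 active = mean added fluorescence quench of at least 8% versus neutral control, with both replicates also reaching 8%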;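 also: cells transiently co-express mutant CFTR-F508del with the halide-sensitive YFP; corrector assay measuring rescue of mutant channel to the surface after 24 h compound exposure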
# FN deposition inh – inhibitors of fibronectin matrix deposition, primary screen, AH1F cells, Alexa488-fibronectin fluorescence, plate reader; AH1F fibroblasts, overnight; inhibition, % at 12.6 µM; 0.086% of 350,000 active;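 active = mean inhibition across replicates of 30% or more, regardless of how many single replicates reach that level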;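 also: positive control wells lacked labelled fibronectin entirely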
#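 Measured by – fluorescence 485/525 nm · System – AH1F fibroblast monolayer, labelled fibronectin deposition · Amount – 10000 cells per well · Buffer or medium – serum-reduced DMEM (2% serum) · Doses – single dose, pinned · Also added – fluorescent fibronectin at 24 nM final · Schedule – 1 h cell attachment, overnight exposure to compound and label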
# The depositor's hits bear a star.
SMILES,GSIS activator,CFTR F508del cor,FN deposition inh
CC(C)Oc1ccc(/C=N/NC(=O)c2ccc(N(Cc3ccccc3)S(C)(=O)=O)cc2)cc1,1.3,1.8,6.4
CCCCNc1cccc2c1S(=O)(=O)N[C@H](Cc1ccccc1)CO2,-12.8,-2.7,-7.8
C=CCNc1cccc2c1S(=O)(=O)N[C@@H](Cc1ccccc1)CO2,10.2,-0.2,2.7
Cc1nn(C(=O)/C(C#N)=C/N(C)C)c(C)c1C,-4.0,-2.9,-0.1
Cc1cc(C)c(C#N)c(OCC2CCCO2)n1 (centres undefined),-1.1,4.4,14.1
CCN1C(=O)N/C(=C/c2cc(C)n(Cc3ccccc3)c2C)C1=O,-16.1,-16.2,-6.1
O=c1[nH]c2cccnc2n1-c1cccc([N+](=O)[O-])c1,31.6,-1.3,1.7
COC(=O)CC1CC2(C(=O)OC)c3[nH]c4ccccc4c3CCN2C1=O (centres undefined),3.7,-1.0,-0.2
COc1cc(C=O)ccc1OC(=O)c1ccncc1,1.4,2.5,-3.0
COCCN(C(=O)c1ccccc1OC1CCN(S(C)(=O)=O)CC1)C(C)C,4.9,-1.7,-4.6
CCOc1ccc(S(=O)(=O)NCCCN2CCCC2=O)cc1,8.3,-3.4,0.4
CN(c1ccc(NC(=O)Cc2c[nH]c3ccccc23)cc1)c1ccccn1,-19.9,0.5,1.8
Cc1c(CBr)[n+](=O)c2c(n1[O-])C(Br)CCC2Br (centres undefined),70.4,0.4,-0.6
O=C1CC(=O)N(c2ccccc2)N1c1ccccc1,-5.6,-0.8,-4.3
CCN(CC)c1ccc(/C=N/NC(=O)c2ccc(Br)o2)cc1,0.9,3.9,-2.0
CCN(c1ccccc1)S(=O)(=O)c1ccc(N2CCN(c3ccc(O)cc3)CC2)nc1,9.2,-0.6,-1.8
CCC1(C)CC2(CCCN(CCC(=O)c3ccccc3)C2)CCO1 (centres undefined),-11.6,-3.4,-2.9
COc1ccc(C(=O)NNC(=O)C(=O)NC(C)c2ccccc2)cc1OC (centres undefined),6.4,-3.1,-6.8
COC(=O)c1sccc1NC(=S)N1CCN(C)CC1,41.9*,-0.9,1.9
COc1ccsc1C(=O)Nc1ccc(F)cc1F,4.6,-1.7,-4.0
CC1CCN(CCCCOc2ccccc2Br)CC1,29.3,0.3,-1.5
CCCNC(=O)Nc1ccc(C(F)(F)F)cc1,-2.3,-1.8,1.5
COc1ccc(OC)c(/C=C/c2c([N+](=O)[O-])c(=O)n(C)c(=O)n2C)c1,12.6,-7.8,8.9
O=C1NC[C@@H](CCCCN2C[C@H](Cc3ccc(O)cc3)N(CCc3ccc(O)cc3)C(=O)C2=O)N(Cc2ccccc2)C1=O,2.5,1.9,9.9
CC(=O)OC(COc1ccccc1)Cn1cnc2cc(C)c(C)cc21 (centres undefined),2.7,-0.3,-10.5
COc1cc2ncc(S(=O)(=O)c3ccccc3)c(N3CCC4(CC3)OCCO4)c2cc1OC,19.6,2.6,12.3
COc1nc(Cc2ccc(Cl)cc2)nc2ccccc12,6.1,3.7,0.6
COc1ccc(NC(=O)/C(=C/c2ccc(OC(C)=O)c(OC)c2)NC(C)=O)cc1,3.8,1.3,4.6
Cc1ccc(-c2nnn(CC(=O)N(CCN3CCOCC3)C(C(=O)NC(C)(C)C)c3ccco3)n2)cc1 (centres undefined),-7.2,-0.6,-9.9
COc1ccccc1N1C(=O)S/C(=C\c2cc(C)n(C)c2C)C1=O,-1.9,1.7,-13.7
CCc1nnc(NC(=O)CSc2nnc(Cc3cc(=O)[nH]c(=O)[nH]3)n2-c2cccc(OC)c2)s1,0.5,0.8,-0.8
C=CCOc1ccc(CNCCc2ccc(S(N)(=O)=O)cc2)cc1,-3.2,2.0,14.4
CCC(NC(=O)c1ccccc1Br)c1ccccc1 (centres undefined),1.1,1.0,-10.3
CCc1nc(N2[C@H](C#N)[C@@H](c3ccccc3-c3ccc(F)cc3)[C@H]2CO)sc1C,-4.0,0.9,-1.9
CCOC(=O)[C@]12CCC=C1N(Cc1ccc3c(c1)OCO3)C(=O)[C@H](CC(=O)NCc1cccc3ccccc13)C2,-50.9,2.1,-5.1
COc1ccc(-c2c[n+](CC(=O)c3ccccc3)c3n2CCCCC3)cc1,1.9,2.0,-24.7
CCOc1ccccc1NC(=O)c1ccccc1N(C)S(=O)(=O)c1ccc(C)cc1,-2.4,0.2,1.2
CCOC(=O)/C(=N\Nc1ccccc1Cl)N1CCN(Cc2ccccc2)CC1,-15.3,2.7,2.0
COCc1[nH][nH]c(=O)c1C=Nc1ccc(C(F)(F)F)cc1,-1.6,0.4,4.9
Cc1c(Cl)cccc1-n1c(SCC(=O)N2CCC(C(=O)O)CC2)nnc1-c1ccncc1,1.9,-0.4,12.1
O=C(NNC1=NS(=O)(=O)c2ccccc21)C1CC(=O)N(c2ccccc2)C1 (centres undefined),-1.2,-0.9,-4.3
CC(C)Nc1nc(NCCO)nc2ccccc12,19.5,-3.8,-0.9
C=CCn1c(SCC(=O)NC2CCS(=O)(=O)C2)nnc1-c1ccncc1 (centres undefined),14.8,0.1,5.9
O=C(N/N=C/c1ccc(Br)s1)c1ccncc1,12.7,-0.3,-3.0
CC(=O)[C@H]1CC[C@@H](c2ccccc2)N(S(=O)(=O)c2ccc(C)cc2)C1,4.5,-1.1,-13.0
COc1ccc(CCn2ccc(O)c(Cc3c(F)cccc3Cl)c2=O)cc1OC,42.7*,0.8,7.7
CCOCCc1nnc(NC(=O)CCc2ccccc2)s1,-15.3,-1.7,0.6
O=C(CSc1nc2[nH]ncc2c(=O)[nH]1)Nc1ccc(Cl)cc1,-2.1,1.8,-10.7
Cn1ncc(N=Cc2ccccc2[N+](=O)[O-])c1C(N)=O,-6.9,3.6,-0.2
Cc1cc(C(=O)COc2ccccc2C(N)=O)c(C)n1C1CC1,-7.8,-2.0,-6.8
CN(c1ccccc1)c1nc(N)c([N+](=O)[O-])c(N2CCCCC2)n1,-0.6,-0.4,5.8
O=C(NC1CCCCC1)C(C1CC1)n1c(=O)c(-c2ccco2)nc2ccccc21 (centres undefined),-2.4,-2.9,-3.2
COC(=O)C1CSC(C(=O)OC)N1C(=O)CN1CCN(c2ccccc2)CC1 (centres undefined),-5.2,-0.1,-5.5
CCS(=O)(=O)N1CC(=O)N2[C@H](CO)[C@@H](c3ccc(C#CC4CCCC4)cc3)[C@@H]2C1,-12.5,-1.0,-9.8
Cn1nc(C(C)(C)C)cc1C(=O)NCC1CCN(C(=O)C(=O)c2cc3ccccc3o2)CC1,-24.8,0.3,12.7
COCCn1c(=O)c2ccccc2c2ccccc2c1=O,-6.2,-1.1,3.7
C[C@]12Cc3ccccc3C1CC1=N[C@@H](c3ccccn3)O[C@@]13C[C@@H]2C(=O)N3C1CCN(Cc2ccccc2)CC1 (some centres undefined),4.0,-0.8,10.7
O=C(N[C@@H](Cc1cccnc1)C(=O)N1CCC[C@H]1C(=O)NCc1ccccc1)c1ccc(Cl)c(Cl)c1,-22.5,2.1,-1.5
Cc1cccc(Cl)c1NC(=S)N1CCN(c2ccc([N+](=O)[O-])cn2)CC1,-4.9,1.8,0.6
Cc1ccc(OCC(=O)O/N=C(\N)c2cccc([N+](=O)[O-])c2)cc1C,8.7,-0.3,-9.3

# Remaining list, next part:
SMILES,GSIS activator,CFTR F508del cor,FN deposition inh
O=C(NC(=S)Nc1ccc(F)c([N+](=O)[O-])c1)c1ccccc1F,8.7,-0.1,7.7
CC(C)CC(=O)Nc1sc2c(c1C(=O)O)CCCCC2,-16.6,2.2,6.9
Cc1ccc(S(=O)(=O)N2CCN(C(=O)c3ccc([N+](=O)[O-])cc3)C2)cc1,2.8,0.2,-3.0
CC(=O)OCc1ccccc1Sc1ccccc1C(=O)NCc1ccccc1,-2.2,-3.0,-3.9
Cc1nn(-c2ccccc2)c2nc(C(Cl)(Cl)Cl)[nH]c(=O)c12,23.8,-2.7,4.1
COc1cc(C(N)=O)cc(Br)c1OCc1ccccc1,-0.7,-1.3,9.3
CCCCn1nnnc1C1(C)CCC(=O)N1CCOc1ccccc1 (centres undefined),9.6,-0.7,-1.8
CCCCc1c(-c2ccccc2OC)ncn1Cc1ccc(Br)cc1,-32.6,-1.1,-12.9
O=C(CN1C(=O)NC2(CCCC2)C1=O)NNC(=O)c1ccc(F)cc1,11.0,0.9,4.8
Cc1ccnc(NC(=O)C2CCN(S(=O)(=O)c3ccc(C)c(C)c3)CC2)c1,3.1,5.0,-2.7
O=c1c2ccccc2nc(-c2ccc([N+](=O)[O-])cc2)n1O,-0.9,-5.9,-1.2
CCCCN1C(=O)C(CC(=O)NCc2cccc3ccccc23)CC(C(=O)N2CCCCCC2)=C1C (centres undefined),-48.5,1.9,-15.0
Cc1ccc(S(=O)(=O)Nc2ccccc2[N+](=O)[O-])cc1,-0.9,-0.5,-1.4
N#C/C(=C\c1ccc(N2CCOCC2)c([N+](=O)[O-])c1)c1nc2ccccc2[nH]1,7.4,-1.9,-10.5
O=C(O)c1ccccc1C=NN=C1c2ccccc2-c2ccccc21,3.2,-2.9,4.6
COc1cccc(/C=N/n2c(-c3n[nH]c4c3CCC4)n[nH]c2=S)c1OC,-1.9,1.0,-2.9
COc1ccc(-c2nn(-c3ccccc3)cc2C(=O)N2c3ccc(C)cc3C3CN(C)CCC32)cc1 (centres undefined),-13.0,-0.9,-18.3
CN(C)c1ccc(CNc2ncn[nH]2)cc1,-1.1,1.9,10.7
CC(C)OC(=O)[C@@H](Cc1ccccc1)N[C@H](/C=C/c1ccccc1)[C@@H](O)Cc1ccccc1,-22.1,-1.4,3.4
O=C(/C=C/c1ccco1)N(Cc1ccc(Cl)cc1)C1CCS(=O)(=O)C1 (centres undefined),-12.9,-4.3,0.8

# Another view of part of the listing above.
SMILES	GSIS activator	CFTR F508del cor	FN deposition inh
CCCCN1C(=O)C(CC(=O)NCc2cccc3ccccc23)CC(C(=O)N2CCCCCC2)=C1C (centres undefined)	-48.5	1.9	-15.0
Cc1ccc(S(=O)(=O)Nc2ccccc2[N+](=O)[O-])cc1	-0.9	-0.5	-1.4
N#C/C(=C\c1ccc(N2CCOCC2)c([N+](=O)[O-])c1)c1nc2ccccc2[nH]1	7.4	-1.9	-10.5
O=C(O)c1ccccc1C=NN=C1c2ccccc2-c2ccccc21	3.2	-2.9	4.6

# (list continues)
SMILES,GSIS activator,CFTR F508del cor,FN deposition inh
CC(=O)c1cccc(Nc2ncnc3ccc(Br)cc23)c1,49.0*,-2.2,-16.2
Cc1ccc2nc(-c3cccc(Cl)c3)c(Cc3ccsc3)n2c1,-8.1,2.5,-2.8
CCCCCCCCN1C(=O)[C@@H](CC(=O)NCC2CCCCC2)C[C@@]2(C(=O)OC)C1=C[C@H](C(C)(C)C)O[C@@H]2C,-26.3,-2.0,9.3
COc1cc(CN2CCNC(=O)C2CC(=O)N(Cc2nccn2C)C(C)C)cc(OC)c1 (centres undefined),-2.0,-1.3,10.8
Cc1nonc1NC(=O)CSc1nc2ccccc2[nH]1,2.4,-2.3,-2.4
O=C(NNC(=S)Nc1ccccc1)C1CCCCC1,-9.0,-0.5,2.0
COC(=O)c1cc2c(c3c4cc(F)ccc4n(S(=O)(=O)c4ccccc4)c13)C(=O)N(Cc1ccco1)C2,-46.7,2.4,-0.9
Cc1ccc(S(=O)(=O)N2CCN(C(=O)CCN3C(=O)c4ccccc4C3=O)CC2)cc1C,-24.9,-1.3,7.5
OCCC#Cc1ccc(N2C(c3ccsc3)=Cc3ccc(F)cc3C2c2c[nH]c3ccccc23)cc1 (centres undefined),1.2,-5.6,-2.3
COc1cccc(COC(=O)c2sc3nc4n(c(=O)c3c2C)CCC4)c1OC,-4.6,-5.0,-0.9
Cc1oc2cc([N+](=O)[O-])c(O)c([N+](=O)[O-])c2c1C(=O)c1ccc(Br)cc1,-21.8,0.6,-3.0
Cn1cccc1C(=O)OCC(=O)Nc1sccc1C#N,-0.3,1.6,4.2
COC(=O)C1=C(C)N(Cc2ccccc2C(F)(F)F)C(=NCc2ccc(OC)cc2)NC1c1cccc(Cl)c1 (centres undefined),17.6,4.0,-4.2
CCCCC[C@@H](C)N1C[C@@H](COCc2ccccc2)Oc2cc(N3CC[C@H](O)C3)ccc2S1(=O)=O,-2.5,-1.6,-0.7
CCOC(=O)N1C(=O)C[C@](Sc2ccc(C)cc2)(C(=O)OC)[C@H]1c1ccccc1,-14.0,2.1,-0.4

# Shown tab-delimited: part of the list above
SMILES	GSIS activator	CFTR F508del cor	FN deposition inh
O=C(NC(=S)Nc1ccc(F)c([N+](=O)[O-])c1)c1ccccc1F	8.7	-0.1	7.7
CC(C)CC(=O)Nc1sc2c(c1C(=O)O)CCCCC2	-16.6	2.2	6.9
Cc1ccc(S(=O)(=O)N2CCN(C(=O)c3ccc([N+](=O)[O-])cc3)C2)cc1	2.8	0.2	-3.0
CC(=O)OCc1ccccc1Sc1ccccc1C(=O)NCc1ccccc1	-2.2	-3.0	-3.9

# Four compounds out of the list above, sorted by their value in CFTR F508del cor, largest number first:
molecule	GSIS activator	CFTR F508del cor
COC(=O)c1cc2c(c3c4cc(F)ccc4n(S(=O)(=O)c4ccccc4)c13)C(=O)N(Cc1ccco1)C2	-46.7	2.4
Cc1oc2cc([N+](=O)[O-])c(O)c([N+](=O)[O-])c2c1C(=O)c1ccc(Br)cc1	-21.8	0.6
COc1cc(CN2CCNC(=O)C2CC(=O)N(Cc2nccn2C)C(C)C)cc(OC)c1 (centres undefined)	-2.0	-1.3
CCCCCCCCN1C(=O)[C@@H](CC(=O)NCC2CCCCC2)C[C@@]2(C(=O)OC)C1=C[C@H](C(C)(C)C)O[C@@H]2C	-26.3	-2.0

# These rows are one share of the data; count on the stated rates, not on these rows.
